SSB-PriA inh = K. pneumoniae PriA-SSBct interaction inhibition | AlphaScreen SSBct-PriA binding, biotinylated peptide | inhibition, % at 33 µM | 430,000 compounds, 0.6% hits; in the data active = inhibition mostly above about 37%, no sharp cut-off; inactive = mostly below about 20%;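 note: plate controls were negative control peptide for no effect and reference peptide for full effect; strong numbers were not always called active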
Active calls of the source: *; & = joins results of further samples. Some of the compounds tested. The share of hits here may be higher or lower than overall.

SMILES	SSB-PriA inh
COCC(C)NC(=O)c1ccc2nccnc2c1 (stereo not drawn)	0
COCCNC(=O)CSc1nc(=O)n2cc(C)ccc2n1	8
O=C(CCC1CCCCC1)NCCOc1ccc2nnc(-c3ccc(F)cc3)n2n1	-5
COC(=O)c1ccc(NC(=O)Cc2csc(SCC(=O)Nc3ccc(OC)cc3)n2)cc1	-7
COC1=CCC(OC)C=C1/C=C/C(=O)c1c(C)nc2ccc(Br)cc2c1-c1ccccc1 (stereo not drawn)	12
CC(C)Oc1ccc(-c2noc(Cc3nc(-c4ccc(Br)cc4)cs3)n2)cc1	0
COc1ccccc1C(=O)N1CC[C@H](S(=O)(=O)c2ccccc2)C1	-8
O=C(Nc1nc2c(s1)COc1ccccc1-2)c1ccno1	-12
CCOC(=O)C(=CNc1ccccc1)[N+](=O)[O-]	-18
Nc1nc(SCC(=O)Nc2cc(C(F)(F)F)ccc2Cl)[nH]c(=O)c1NC(=O)c1cccs1	-7
C#CCn1cc(C=NNC(=O)c2cc3ccccc3o2)c2ccccc21	-8
O=C(Cc1ccc(Cl)cc1)NNC(=O)c1cccn(Cc2ccc(F)cc2)c1=O	-4
Cc1ccccc1C(=O)NCCn1ncc2c(=O)n(Cc3ccccc3F)cnc21	-3
CC(=O)N1CCc2c(sc(NC(=O)CS(=O)(=O)c3ccc(Cl)cc3)c2C(N)=O)C1	3
Cc1ccc(-c2csc(-c3nnn(-c4cccc(F)c4)c3C)n2)cc1	-9
COC(=O)c1cccc(Cn2c(Cl)c(C=NNC(=O)c3ccco3)sc2=O)c1	8
Cc1ccc(Nc2nc(C(=O)NC(C)c3ccccc3)cs2)c(C)c1 (stereo not drawn)	2
O=C(Nc1ccc(Cl)c(Cl)c1)N1C2CCC1COC2	-15
CCOc1ccc(C=NNC(=O)Cc2ccccc2)cc1CN1CC2CC(C1)c1cccc(=O)n1C2 (stereo not drawn)	18
COc1cc(/C=C2\SC(=N)NC2=O)cc(Br)c1O	-10
CCN(c1ccccc1)S(=O)(=O)c1ccc(C(=O)Nc2ccc(C(C)=O)cc2)cc1	5
COc1cc(NS(=O)(=O)c2ccc(NC(=O)CCCN3C(=O)c4cccc5cccc(c45)C3=O)cc2)nc(OC)n1	3
CN(C)S(=O)(=O)Nc1cnn(CC2COc3ccccc3O2)c1 (stereo not drawn)	-10
Cc1ccc(C(=O)NCC(c2ccsc2)N(C)C)cc1C (stereo not drawn)	0
COc1ccc(NS(=O)(=O)c2ccc(Cl)s2)cc1N1CCCCC1=O	4
COCCCNC(=O)Cn1c(=O)n(CC(=O)NCc2ccc(C)cc2)c(=O)c2sccc21	-3
COc1ccc(F)cc1S(=O)(=O)N1CCN(Cc2nc3ccccc3n2Cc2ccccc2)CC1	13
S=c1[nH]nc(-c2ccco2)n1N=Cc1ccccc1	-1
COc1ccc(OC)c2sc(N)nc12	1
COc1ncc(NC(=O)c2cccc(C(F)(F)F)c2)cn1	-6
Cc1cccc(C=NNC(=O)C[n+]2ccccc2)c1	-13
Cc1ccc(S(=O)(=O)N2CCC(=O)C2)cc1	-23
O=C(NCc1ccnc(-c2ccsc2)c1)c1cc(-c2cccnc2)on1	0
COc1nccnc1OC1CCN(C(=O)CCc2c(C)noc2C)C1 (stereo not drawn)	1
CCOC(=O)c1c(NC(C)=O)sc(C)c1C	7
CCOc1ccc(-c2ccc(OCCNC(=O)c3ccc(C(C)(C)C)cc3)nn2)cc1	-8
COc1cc(NC(=O)C2CCCN(c3ccc(-c4ccccc4OC)nn3)C2)cc(OC)c1 (stereo not drawn)	15
N#Cc1ccc(Cl)cc1NC(=O)c1ccc(N2CCCCC2)nn1	-3
COc1cccc([C@@H]2SCCN2C(=O)N2CCNC2=O)c1	-8
COc1ccc(OCC(=O)N2CCC(c3nnc(C4CC4)o3)CC2)cc1	-8
CC(C)Oc1ccc(C(=O)Nc2cc3ccccc3cc2NC(=O)c2ccc(OC(C)C)cc2)cc1	-5
O=C(CS(=O)(=O)c1ccc(F)cc1)Nc1ncc(S(=O)(=O)c2ccc([N+](=O)[O-])cc2)s1	10
O=C(Cn1c(=O)n(Cc2cccs2)c(=O)c2ncccc21)Nc1ccc2c(c1)OCO2	9
Cc1noc(C)c1CCC(=O)Nc1cc(N2CCN(Cc3ccccc3)CC2)ncn1	5
O=C(Nc1ccc(OC(F)(F)F)cc1)c1cc2n(n1)CCCO2	-17
CC(=NNC(=O)CNC(=O)c1ccc(Br)cc1)c1ccco1	-25
Cc1ccc([C@H](CNC(=O)C2(c3ccc(Cl)cc3)CCCC2)OCCO)cc1	-8
COC(=O)CCn1ccc(=O)[nH]c1=O	-8&-6
N#CCC(=O)Nc1nccs1	-6
Cc1n[nH]c(C)c1S(=O)(=O)N1CCC(c2nnc(-c3ccco3)s2)CC1	9
CCCn1c(=O)c2c(nc3n(-c4ccccc4OC)c(C)c(C)n23)n(C)c1=O	-15
Cn1nc(-c2ccc(F)cc2)cc1C(=O)N[C@H]1CC(=O)N(C2CC2)C1	-16
COc1ccccc1NC(=O)NCCn1nc(C2CC2)n(-c2ccccc2)c1=O	-5
O=C([C@H]1CCc2nc[nH]c2C1)N1CCN(c2ccc(C(F)(F)F)cn2)CC1	-14
CCc1c(C)nc2n(c1=O)C[C@H](C(=O)Nc1ncccc1C)CS2	-23
CN(C)S(=O)(=O)N1CCc2nc(NC(=O)c3ccccc3C(F)(F)F)sc2C1	3
COc1ccc(NC(=O)COc2ccc(C)c(C)c2)c(OC)c1	-17
Cc1ccc(CNC(=O)Cc2csc(Nc3ccc(S(C)(=O)=O)cc3)n2)cc1	1
CCOc1ccc2ccccc2c1C=NNC(=O)c1cc(C)[nH]n1	6
COc1ccc(NC(=O)C(N=Nc2cccc(S(=O)(=O)Nc3ccc(SC(F)F)cc3)c2)=C(C)O)cc1	4

Other results follow:
SMILES	SSB-PriA inh
CCOC(=O)N1CCN(S(=O)(=O)CCCOc2cccc3c2OC(C)(C)C3)CC1	-29
Cc1ccccc1OCC(=O)NCCS(=O)(=O)N1CCc2ccccc21	-3
Cc1nn(C2CCS(=O)(=O)C2)c2nc(-c3ccccc3)cc(C(=O)NC(C)c3ccccc3)c12 (stereo not drawn)	4
Cc1ccc(Sc2nc(Nc3ccccc3)sc2Sc2ccc(C)cc2)cc1	1
O=C1CCc2ccc(OCc3cccc(C(F)(F)F)c3)cc21	-67
O=C(C1CCCO1)N1CCc2ccc(NS(=O)(=O)c3ccc4c(c3)OCCO4)cc21 (stereo not drawn)	1
Cc1cccc(-n2nnc(C(=O)NCCc3cccs3)c2C)c1	-14
O=C(CSC1CCCC1)N1CC(Oc2nccs2)C1	5
CC(C)NC(=O)Nc1nc2c(s1)CCCC2	29
Cc1ccc(OCC(=O)NN=Cc2ccc(O)c([N+](=O)[O-])c2)c([N+](=O)[O-])c1	-9
O=C(Cn1c(=O)n(Cc2cccnc2)c(=O)c2ncccc21)NCc1ccco1	-11
O=C1c2ccccc2C(=O)c2cc(S(=O)(=O)N(Cc3ccccc3)c3ccccc3)ccc21	26
O=C(NCC(c1ccco1)N1CCOCC1)C1COc2ccccc2O1 (stereo not drawn)	-15
Cc1cc(NC(=O)c2ccc(OC(C)C)cc2)ccc1N1CCCC1=O	0
O=C(Cc1c(Cl)cccc1Cl)NN=Cc1cccnc1	-1

Structures listed so far with a Cl atom:
SMILES	SSB-PriA inh
Nc1nc(SCC(=O)Nc2cc(C(F)(F)F)ccc2Cl)[nH]c(=O)c1NC(=O)c1cccs1	-7
O=C(Cc1ccc(Cl)cc1)NNC(=O)c1cccn(Cc2ccc(F)cc2)c1=O	-4
CC(=O)N1CCc2c(sc(NC(=O)CS(=O)(=O)c3ccc(Cl)cc3)c2C(N)=O)C1	3
COC(=O)c1cccc(Cn2c(Cl)c(C=NNC(=O)c3ccco3)sc2=O)c1	8
O=C(Nc1ccc(Cl)c(Cl)c1)N1C2CCC1COC2	-15
COc1ccc(NS(=O)(=O)c2ccc(Cl)s2)cc1N1CCCCC1=O	4
N#Cc1ccc(Cl)cc1NC(=O)c1ccc(N2CCCCC2)nn1	-3
Cc1ccc([C@H](CNC(=O)C2(c3ccc(Cl)cc3)CCCC2)OCCO)cc1	-8
O=C(Cc1c(Cl)cccc1Cl)NN=Cc1cccnc1	-1

Additional entries follow.
SMILES	SSB-PriA inh
COc1ccc(C(=O)Oc2ccc3oc4c(c3c2)CCCC4)cc1OC	-1
COc1cccc(C(=O)Nc2ccc(Nc3nc(C)cc(Nc4ccc(C)cc4)n3)cc2)c1OC	-11
CC(=O)C(C(=N)N1CCN(Cc2ccccc2)CC1)=C(C)O	-14
COc1cccc(CNC(=O)CSC2=Nc3ccccc3C3=N[C@@H](Cc4ccccc4)C(=O)N23)c1OC	-16
CC(C)OCCCN1CC2=C(C1=O)[C@@H](c1ccccc1F)NC(=O)N2	-8
Cc1ccccc1C(=O)Nc1ccc(-c2ccc(N3CCCC3)nn2)cc1	9
N#C/C(=C\c1c[nH]c2ccccc12)C(=O)Nc1cccc(Cl)c1	6
Cc1cc(C)c(NC(=O)COc2cc(C(C)(C)C)nn2-c2nc(C)cc(C)n2)c(C)c1	0
CCCN1C(=O)C(C)(C)COc2cc(NC(=O)CN3C(=O)c4ccccc4C3=O)ccc21	10
CCC(=NNC(=O)Nc1ccccc1)c1ccccc1	1
COC(=O)CS[C@H]1CCN(S(=O)(=O)c2ccc3oc(=O)n(C)c3c2)C1	4
O=C(NCC1CCCO1)NC1CC(=O)N(c2cccc(F)c2)C1 (stereo not drawn)	6
CCCOc1ccc(S(=O)(=O)Nc2ccc3c(c2)CCC(=O)N3C)cc1	1
CCOc1cc(C(F)(F)F)cnc1C(N)=NO	6
COc1ccc2nc(N3CC(C(=O)N4CCCc5ccccc54)C3)sc2c1	13

Two of these compounds in a different format.
Cc1ccc(OCC(=O)NN=Cc2ccc(O)c([N+](=O)[O-])c2)c([N+](=O)[O-])c1
  SSB-PriA inh = -9

O=C(Cn1c(=O)n(Cc2cccnc2)c(=O)c2ncccc21)NCc1ccco1
  SSB-PriA inh = -11

The list goes on:
SMILES	SSB-PriA inh
CC(Oc1ccc(Cl)cc1Cl)C(=O)NCCn1nc(-c2ccco2)ccc1=O (stereo not drawn)	-10&7
O=C(c1cc2c(OCc3ccccc3)cccc2[nH]1)N1CCSCC1	1
COc1ccc(S(=O)(=O)N(CCc2ccccc2)CC(=O)NN=Cc2ccc3c(c2)OCO3)cc1	1
COc1cccc(CNC(=O)Cn2nc(S(=O)(=O)c3ccc(C)cc3)ccc2=O)c1OC	-28
Cc1ccc(C(=O)Nc2ccc(SCC(=O)NCc3ccco3)nn2)cc1	-12
CCOc1ccc(NC(=O)Cn2[nH]c(-c3ccc(C)cc3)cc2=O)cc1	3
CCN(CC)S(=O)(=O)c1ccc(NN=C(C)c2cccnc2)nc1	-7
CCOc1cc(-c2ccc(C)cc2)nc2ccc(C(=O)NCC3CCCO3)cc12 (stereo not drawn)	-10
COc1ccc(C=NOC/C(O)=C(\C#N)c2nc3ccccc3[nH]2)cc1OC	4
O=C(CN1CCC(Cn2c(COc3ccccc3)nc3ccccc32)CC1)Nc1nncs1	-9
CC1CN(c2ncnc3c2cnn3CCNC(=O)c2cc(-c3ccccc3)on2)CC(C)O1 (stereo not drawn)	-6
Cc1cc(C(=O)NN=C/C=C/c2ccccc2[N+](=O)[O-])c(C)o1	3
Fc1ccc(-c2nnc(Nc3nc4c(F)cccc4s3)o2)cc1	-3
O=C(NCCOc1ccc2nnc(-c3cccc(F)c3)n2n1)Nc1ccc(F)c(F)c1	-11&7
O=C(CN(Cc1ccc(Cl)cc1)S(=O)(=O)c1cccnc1)N1CCN(c2ccccc2)CC1	4
O=C(NCCCN1CCOCC1)Nc1ccccc1F	7
O=[N+]([O-])c1ccccc1Cc1nc2ccccc2[nH]1	11
O=c1cccnn1CCCNS(=O)(=O)c1ccc(F)cc1F	-6
CNC(=O)N(O)C1N(N=Cc2ccccc2OC)C(=S)SC1(C)C (stereo not drawn)	2
CCOC(=O)N1CCc2nc(NC(=O)c3ccc([N+](=O)[O-])s3)sc2C1	0
COc1ccc(Cn2c(C)cc(O)cc2=O)cc1OC	14
CC(C)CCN1C(=O)C(C)(C)COc2ccc(NC(=O)OCc3ccccc3)cc21	-7&19
CCn1c(-c2nc(C(=O)N3CCNC(=O)C3)cs2)cc2ccccc21	-2
COc1ccc(C(C)(C)C)cc1S(=O)(=O)n1ccnc1	2
Cc1cc(F)ccc1-n1c(=O)c2sccc2n(Cc2ccccc2C#N)c1=O	-16
CSc1ccccc1NC(=O)Cc1csc(SCC(=O)Nc2ccc(F)cc2)n1	-22
COc1ccccc1-n1nnc(C(=O)NC2CC(C)(C)NC(C)(C)C2)c1C	-5
COc1ccc(S(=O)(=O)C2CN(S(=O)(=O)CCc3ccccc3)C2)cc1	-4
COCCNC(=O)Nc1cc(OC)cc2cccnc12	53*
CC(C)OC(=O)CSc1ccc([N+](=O)[O-])cc1[N+](=O)[O-]	59*
CCc1nnc(-c2ccc(NC(=O)c3ccc(F)cc3)cc2)o1	1
CCc1ccc(S(=O)(=O)NCC#CCN2CCOCC2)s1	1
COc1cc(C(=O)Nc2nc3ccccc3[nH]2)ncn1	-6
CCCc1ccc(S(=O)(=O)Nc2ccc3c(c2)C(=O)NCCO3)cc1	-3
CC(O)(CNC(=O)NC1CCCCC1)c1ccc(-c2ccccc2)cc1 (stereo not drawn)	-7

Compound activity as filed in PubChem.
